# FXIIa inh 1536 – factor XIIa (human) inhibition | purified FXIIa, Boc-QGR-AMC fluorogenic substrate, 2 h | P00748 | 220,000 tested, 0.3% active | inhibition, % at 5 µM; in the data active = inhibition above about 40%;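 also: 0% = enzyme with no compound and 100% = blank without enzyme; many of its hits are not listed in these tables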
# Furin inh – human furin inhibition. purified furin, fluorogenic substrate cleavage. inhibition, % at 30 µM. 220,000 tested, 0.061% active. AID 463115; in the data active = inhibition above about 25%; also: inactives centre near -15
# KCC2 mod – KCC2 (human) Cl- transport modulation; 190,000 tested, 2.2% active; KCC2 cells, thallium flux FluoZin-2 fluorescence; B-score of Tl+ flux slope (higher = more flux/activation; lower = inhibition) at 10 µM; AID 1456;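 active = thallium flux slope and its plate-corrected score both differing from the plate sample mean at a set confidence after two filtering rounds, in either direction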;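 also: slope of fluorescence scaled to starting intensity during 10 to 20 s after thallium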
# FXIa inh 1536 – factor XIa (human) inhibition. P03951. purified FXIa, Boc-Glu-Ala-Arg-AMC fluorogenic substrate. inhibition, % at 5 µM. 220,000 tested, 0.14% active;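 active = inhibition of at least 40%; inactive = inhibition below 40%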;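 also: fluorescence of freed AMC excited at 355 nm; 0% = enzyme without compound and 100% = no enzyme blank; many of its hits are not listed in these tables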
# m-calpain inh – inhibitors of pig calpain II; 220,000 tested, 0.37% active; inhibition, % at 16 µM; purified calpain II, fluorogenic peptide substrate, 30 min;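 active = inhibition above about 50%, limit read from the data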
# PERK inhibitor – blocks human PERK kinase; 220,000 tested, 0.17% active; CHO PERK-DD fusion, SEAP luminescence translation reporter; inhibition, % at 5.6 µM; Q9NZJ5; AID 1416;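 active = inhibition above the mean inhibition of all tested compounds plus 3 SD, set separately per screening campaign, cut at about 2.9% in these data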;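 also: PERK kinase domain activated by AP20187 dimerizer at 100 nM; 0% = DMSO with dimerizer and 100% = rapamycin at 8.4 µM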
# KLK5 inh – kallikrein 5 (human) inhibition. inhibition, % at 5 µM. Q9Y337. 210,000 tested, 0.59% active. recombinant hK5, fluorogenic AMC substrate cleavage;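 active = inhibition of 40% or more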;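 also: 0% = enzyme controls without compound and 100% = no-enzyme blanks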
# thrombin 1536 – inhibitors of human thrombin; AID 1046; alpha-thrombin, Boc-VPR-AMC fluorogenic substrate cleavage; 220,000 tested, 0.26% active; P00734; inhibition, % at 5 µM;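 active = inhibition at or above 40%; inactive = inhibition below 40%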;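 also: 0% = enzyme with no compound and 100% = wells without enzyme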
#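 System – human alpha-thrombin protein · Reagent – Boc-VPR-AMC substrate, 15 µM final · Compound – 5 µM single dose in 0.2% DMSO · Schedule – reaction at room temperature · Technique – AMC fluorescence at 355 nm excitation and 460 nm emission · Read-out basis – % inhibition relative to enzyme controls and enzyme-free blanks · Control set – no-compound enzyme wells and no-enzyme blanks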
# Rad51 HR inh – blocks human Rad51 in homologous recombination; hRad51 DNA strand exchange, fluorescence dequenching; 200,000 tested, 0.085% active; inhibition, % at 10 µM;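 active = inhibition above 40% at the single screening dose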;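 also: 0% = DMSO control wells and 100% = blanks with heterologous ssDNA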
#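 Test system: preformed human Rad51 ssDNA filaments; also added: Donor/quencher-labelled 47-bp dsDNA substrate; doses: 10 µM final, single point; times: 37 °C 15-min filament assembly, 30-min compound preincubation, 15-min exchange; detection: FRET fluorescence dequenching, excitation 485 nm, emission 520 nm; read-out basis: Fluorescence-based percent inhibition, control- and blank-normalised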
# * = called active by the depositor; · = no result given; [ ] = remark or other dose. These rows are one share of the data (hit frequency here may not be typical).
SMILES,FXIIa inh 1536,Furin inh,KCC2 mod,FXIa inh 1536,m-calpain inh,PERK inhibitor,KLK5 inh,thrombin 1536,Rad51 HR inh
COc1ccc(S(=O)(=O)Cc2ccc(C(=O)N3CCN(c4cc(Cl)ccc4C)CC3)o2)cc1,8.4,-6.8,-0.00843,2.0,14.5,0.8,-23.4,-11.0,1.7
Cc1cc(C2C(C#N)=C(N)Oc3n[nH]c(C)c32)c(C)s1 (stereo not drawn),14.5,-22.1[20 µM],-1.71,-0.4,9.4,0.5,7.3,-0.8,-0.1
CCN(C1CCCCC1)S(=O)(=O)c1ccc(C(=O)O)cc1,6.4,-7.3[20 µM],·,9.9,14.9,0.9,1.3,2.7,4.5
CCOC(=O)c1sc2nc(CSc3ccccc3)nc(N3CCC(C(N)=O)CC3)c2c1C,3.0,-18.3,0.409,-2.0,39.1,0.5,-7.7,3.5,8.4
O=C(O)C1CCC(CN(Cc2cccc(Br)c2)C(=S)Nc2ccccc2F)CC1 (stereo not drawn),4.2,-20.2,0.39,0.3,24.3,0.9,·,-1.6,·
CCOC(=O)C1(CCc2ccccc2)CCN(C(=O)Cc2nonc2C)CC1,11.8,-1.9,-0.975,3.9,27.9,-1.0,29.2,18.3,·
COc1ccc(C(=O)Nc2cccc(C(=O)NCc3ccco3)c2)cc1,8.6,-18.8,0.525,2.4,-23.2,1.1,1.7,1.2,25.8
Cn1nc(C(=O)NCC2CCCO2)c2ccccc2c1=O (stereo not drawn),-6.1,-20.3,·,-7.3,-12.2,0.2,-1.5,-11.5,-5.6
Cn1nnc2ccccc2c1=O,9.1,-12.0,1.84,-1.4,-0.2,1.2,-1.4,-3.8,-3.4
O=C(Nc1c(-c2ccccc2)nc2ccccn12)c1ccco1,9.8,-11.3[20 µM],-0.558,-3.9,-0.9,0.9,-2.4,-0.9,0.9
COc1ccc(C(=O)/C=C/c2ccc(OC)c(COc3ccccc3F)c2)cc1,0.2,0.1,1.35,-5.7,18.1,-0.1,-14.7,-8.0,1.7
Cc1ccc(-n2c(CCC(=O)O)ccc2-c2cccs2)cc1,12.0,-29.7[20 µM],·,8.3,-12.5,0.6,2.3,2.7,1.8
Cc1ccc2nc(CCc3nc4ccc(C)cc4o3)oc2c1,11.2,-8.6,0.395,0.1,-27.7,1.2,-18.1,2.0,1.2
COc1ccc(-c2cn3ccccc3n2)cc1[N+](=O)[O-],14.5,-20.9,-0.272,11.1,7.0,-0.3,-21.5,0.5,-1.4
O=C(CC(c1ccccc1)c1ccccc1O)N1CCCC1 (stereo not drawn),18.7,-19.6[20 µM],0.57,-12.8,-5.4,0.0,9.5,0.7,5.1
O=C(CSc1nnc(-c2cccs2)o1)Nc1cccc(S(=O)(=O)N2CCCCC2)c1,-2.2,-6.9,0.397,-9.2,-3.1,-0.5,-11.2,3.6,-1.5
CC1=N/C(=C\c2ccc([N+](=O)[O-])cc2)C(=O)N1c1ccc(Br)c(C)c1,18.6,-7.7[20 µM],-0.0159,6.6,-11.2,1.4,-19.9,1.1,1.7
CC12CC3(C)CC(C)(C1)CC(C(=O)NCC(=O)O)(C2)C3,10.1,-19.2,-0.236,-3.2,19.7,0.6,-0.2,-1.4,-15.0
O=C(NN=C(Cc1ccccc1)Cc1ccccc1)C1CC1,9.4,-29.8,0.174,2.2,-17.6,0.6,7.3,-11.4,-5.4
COC(=O)CC1=Nc2ccccc2NC(=O)C1,6.8,-22.3[20 µM],0.983,-11.6,-9.5,0.6,-22.9,1.0,-4.8

# Of the compounds above, three contain four or more nitrogen atoms.
SMILES,FXIIa inh 1536,Furin inh,KCC2 mod,FXIa inh 1536,m-calpain inh,PERK inhibitor,KLK5 inh,thrombin 1536,Rad51 HR inh
Cc1cc(C2C(C#N)=C(N)Oc3n[nH]c(C)c32)c(C)s1 (stereo not drawn),14.5,-22.1[20 µM],-1.71,-0.4,9.4,0.5,7.3,-0.8,-0.1
CCOC(=O)c1sc2nc(CSc3ccccc3)nc(N3CCC(C(N)=O)CC3)c2c1C,3.0,-18.3,0.409,-2.0,39.1,0.5,-7.7,3.5,8.4
O=C(CSc1nnc(-c2cccs2)o1)Nc1cccc(S(=O)(=O)N2CCCCC2)c1,-2.2,-6.9,0.397,-9.2,-3.1,-0.5,-11.2,3.6,-1.5

# Remaining list, next part.
SMILES,FXIIa inh 1536,Furin inh,KCC2 mod,FXIa inh 1536,m-calpain inh,PERK inhibitor,KLK5 inh,thrombin 1536,Rad51 HR inh
Cc1cc(/C=N/NC(N)=S)c(C)n1-c1ccc(Cl)cc1,14.0,-17.7,0.355,6.0,2.6,1.2,-10.8,-0.9,·
Cc1c(NC(=O)CN2CCCC(C)C2)ccc2nsnc12 (stereo not drawn),0.9,-15.7,1.49,-2.3,-6.6,-0.4,1.6,-16.8,-5.2
O=C(COc1ccccc1)NC(=S)Nc1cccc(NC(=O)c2ccccc2Cl)c1,12.4,-26.7,0.0436,4.4,-13.9,0.8,-10.0,-6.3,-3.4
CC(=O)c1sc(NC(=O)c2cc3c(C)nn(-c4ccccc4)c3s2)nc1C,4.8,-17.8[20 µM],-0.523,-22.0,-35.7,1.0,3.9,0.3,2.2
O=C(CCCOc1ccc(Cl)cc1Cl)Nc1ncccn1,9.2,-10.9,-2.25,1.7,5.0,-0.5,-0.5,-0.1,-3.6
CCn1c(-c2cccc(Cl)c2)n[nH]c1=S,13.6,-9.1,0.788,6.7,-11.8,0.5,2.0,-0.7,-2.1
CCn1nc(C)c(C(=O)Nc2cc(Oc3ccc(Cl)cc3)cc([N+](=O)[O-])c2)c1C,20.5,-18.5[20 µM],-2.13,6.0,-29.4,0.4,-8.4,1.1,-9.8
CCS(=O)(=O)N1Cc2ccccc2CC1C(=O)Nc1ccc(C)cc1 (stereo not drawn),8.9,-14.1[20 µM],0.705,-3.9,-20.2,0.0,-0.4,0.2,-0.8
C[C@H](NS(=O)(=O)c1ccc(Cl)cc1)C(=O)OCC(=O)NC(=O)Nc1ccc2c(c1)OCCO2,8.6,-16.1,1.69,4.9,45.6,1.3,-6.7,0.7,18.4
Cc1nc(CNS(=O)(=O)c2cccs2)cs1,3.2,-11.7,-0.0547,-5.8,21.8,-0.4,-8.5,-14.0,-10.8
CN(C)c1cccc2c(S(=O)(=O)N3CCOCC3)cccc12,11.1,-1.7,·,-2.4,-44.5,-0.5,-7.4,-3.6,-3.3
Cc1nc(-c2cccnc2)sc1C(N)=O,11.9,-23.6[20 µM],1.11,2.1,-28.1,0.4,6.7,-0.5,·
COc1cccc(OCCn2ccnc2)c1,9.6,-9.8[20 µM],·,5.4,13.2,0.8,12.1,-2.5,·
O=C1CC(c2ccco2)CC(O)=C1C=NCC1NCCc2ccccc21 (stereo not drawn),10.3,-16.7[20 µM],-0.28,-0.2,-18.0,-0.1,2.1,-0.3,4.2
CC(=O)c1ccc(Sc2ccccc2)c([N+](=O)[O-])c1,6.3,-21.0,-0.494,-5.8,2.5,0.6,-6.9,0.8,-6.7
C[C@@H]1CC[C@H]2C(=O)N3[C@@H](CC[C@@H](C)[C@@H]3c3ccc(Br)cc3)C(=O)N2[C@H]1c1ccc(Br)cc1,7.8,6.0,5.35*,1.1,-15.9,-0.2,-10.0,-3.9,-1.4
CC(=O)n1cc(N(C(=O)CCl)c2ccc(C)cc2)c2ccccc21,6.4,-18.6,-0.869,0.5,-23.9,-1.8,1.3,-2.7,9.9
Cc1ccc2oc(=O)c(/C=C(\O)c3ccco3)nc2c1,7.3,-14.2,0.0932,3.6,14.8,0.4,-1.5,2.3,-40.6
O=c1c2cccc3c2c(nn1-c1ccccc1)-c1ccccc1-3,7.1,-24.3[20 µM],·,-1.2,-65.9,2.0,0.3,-6.5,-5.1
Cc1cc(=O)oc2cc(OC(=O)c3nn(C(C)C)c(=O)c4ccccc34)ccc12,-11.4,-39.6,-0.0668,-9.0,-444.1,1.2,-91.4,-14.3,2.1
COCCn1c(SCC(=O)NCc2ccccc2)nnc1-c1ccco1,12.2,-22.6[20 µM],-0.901,6.4,-6.6,0.9,-17.0,-0.3,3.8
Cc1cnc(C(=O)OCC(=O)N2CCc3ccccc32)cn1,8.4,-2.0,-0.522,2.8,0.9,1.0,4.4,-0.2,2.8
CN1c2ccccc2N(C)C1(C)c1cccc2ccccc12,9.0,-7.5,0.415,0.8,6.1,0.3,-3.4,-3.2,·
COc1ccc(C(=O)/C(=C/N(C)C)S(=O)(=O)c2ccccc2)cc1,4.5,-10.0,1.78,-4.1,8.6,0.2,-8.6,-0.2,11.4
COc1cc(C)c(S(=O)(=O)Nc2ccccc2F)cc1C,-9.4,-17.8[20 µM],·,-12.5,12.8,1.0,-8.2,-9.6,-6.7
C(=N/n1c2ccccc2c2ccccc21)/c1ccco1,11.9,-13.9[20 µM],-1.18,-0.4,16.9,-0.3,-4.5,10.7,-3.6
COC(=O)[C@@H](NC(=O)NCc1cccs1)C(C)C,1.1,-19.8,·,3.0,-6.5,0.2,4.6,-2.7,9.6
S=C(NCCc1ccccc1)N1CCCCC1,2.7,-18.7,0.0487,-1.7,-6.9,1.6,-7.5,6.4,-42.7
C=C1CCN(C(Cc2ccccc2)C(=O)OC)S(=O)(=O)c2ccc(F)cc21 (stereo not drawn),5.9,-20.9,-1.99,-0.4,3.8,·,-1.2,-3.5,-10.9
COCCCN1C(=O)c2ccc(C(=O)Nc3cccc(OC)c3)cc2C1=O,-0.8,-29.4[20 µM],0.0914,2.2,-15.1,0.5,3.4,-19.1,5.0
CC(C)Oc1ccc(Nc2ncnc3ccccc23)cc1,·,-6.0,-0.657,1.9,28.4,-0.2,0.8,-5.9,-9.8
CN(CCc1ccccn1)C(=O)Nc1cc(Cl)cc(Cl)c1,5.6,-19.5,-0.215,2.0,-14.1,1.2,-7.5,-6.7,12.6
O=C(/C=C/NNC(=O)c1ccc(Br)cc1)c1ccccc1,4.0,2.5[20 µM],3.06,1.7,-35.1,-1.5,-2.2,-0.5,-6.7
CC(C)n1c(SCC(=O)Nc2ccccc2)nc2c1c(=O)n(C)c(=O)n2C,7.6,-12.4[20 µM],0.494,2.1,3.1,-0.6,2.9,-5.3,11.2
COc1cc(S(=O)(=O)n2c(C)nc3ccccc32)ccc1F,-9.1,-12.5[20 µM],2.07,2.3,0.6,0.6,-5.6,8.2,·
OCCNc1nc(Nc2ccc(Br)cc2)nc2ccccc12,1.2,-22.3,-0.303,-5.7,-9.2,2.0,-10.1,-10.8,28.7
Cc1ccc(C(=O)c2cccc(N)c2)cc1C,9.0,-23.8,0.307,-7.0,29.0,0.0,-2.5,-12.8,-2.3
Cc1ccc(-n2ncc(-c3nn[nH]n3)c2N)cc1,-0.2,-31.5,0.519,-0.8,1.1,1.3,10.6,-4.4,4.1
CCC(Oc1ccccc1)C(=O)NCc1ccc(S(N)(=O)=O)cc1 (stereo not drawn),7.3,-5.7,0.926,9.1,-6.0,2.1,-11.5,-2.9,10.6
N#C/C(=C\c1cccc2ccccc12)c1nn(-c2ccccc2)c(N)c1C#N,·,-6.5[20 µM],-0.993,·,·,-0.3,·,·,3.5
O=C(Nc1ccc2c(c1)OCO2)c1nn(-c2ccccc2)c(=O)c2ccccc12,13.0,0.7[20 µM],·,-3.2,-44.3,-0.2,-3.5,0.8,3.0
CCn1cc([N+](=O)[O-])c(C(=O)Nc2nc(-c3ccc(C)c(C)c3)c(C)s2)n1,5.7,-14.2[20 µM],0.564,-4.3,4.7,-0.1,-13.5,-9.4,·
COc1ccc(C(=O)OCC(=O)Nc2ccc(Cl)c(C(F)(F)F)c2)c(OC)c1OC,-0.1,-13.1,-0.761,-6.5,-5.1,0.4,-3.7,-9.9,4.9

# Assay outcomes as filed in PubChem.
